TMEM16A act: activators or potentiators of mouse TMEM16A chloride channel | Q8BHY3 | 340,000 tested, 0.3% active | B-score at 10 µM | AID 623877 | HEK293 TMEM16A/YFP-H148Q/I152L, iodide quench fluorescence; active compounds read low;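 active = fluorescence-ratio B-score plate-corrected deviation score at least 3 library SD below zero, with starting fluorescence score within 5 deviations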;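 note: channel opened by trigger with iodide after compound preincubation; score built on the fluorescence ratio of max minus min over baseline; more negative score means more quench and so TMEM16A activation or potentiation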
KCNQ1 act: potentiators or activators of human KCNQ1 potassium channel; CHO-K1 KCNQ1, thallium flux FluxOR fluorescence; active compounds read high; B-score at 10 µM; 310,000 tested, 0.35% active;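 active = fluorescence ratio B-score, a plate-corrected score, at least three library SD, with initial intensity B-score within 5 SD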
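Assay system: stable KCNQ1 CHO-K1 line; medium: assay buffer, equal DMSO in all wells; timing: 90 min dye loading and 20 min compound exposure, both at room temperature; technique: kinetic FluxOR thallium fluorescence, 10-s 1-Hz baseline, 110-s post-stimulus read; read-out basis: B score of baseline-normalized fluorescence ratio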
hERG rescue: hERG (human) protection from proarrhythmic block | AID 1511 | activation (rescue from dofetilide block), less the hit threshold, % at 10 µM | CHO-hERG, FluxOR thallium flux, dofetilide IC70 present | Q12809 | 310,000 tested, 0.51% active;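 active = activation above the mean of controls blocked by dofetilide plus 5 SD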;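 note: thallium influx through hERG after potassium depolarization seen as dye fluorescence rise; in these data hits start at about 4.7%; inactives centre near -7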
TRPC4 PAM: allosteric potentiators of mouse TRPC4 channel; HEK293 TRPC4beta/mu-opioid, DAMGO EC20, Fluo-4 Ca2+ flux; active compounds read high; AID 2227; B-score at 10 µM; Q9QUQ5; 310,000 tested, 0.42% active;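 active = B-score of calcium response area above 5 SD of library B-scores, with initial fluorescence ratio within 5 SD of library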;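 note: B-score of integrated fluorescence ratio over time as area under calcium response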
KCNK9 inh: blocks the human KCNK9 two-pore domain potassium channel. HEK293 KCNK9, FluxOR thallium flux fluorescence; active compounds read low. B-score at 10 µM. 310,000 tested, 1.2% active. AID 488922;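 active = ratio B-score over 3 SD below the library mean, with starting fluorescence within 5 SD of its mean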;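 note: negative B-score means less thallium flux so channel inhibition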
Target sequence (Q9NPC2 whole entry, looked up, the tested form may be a part): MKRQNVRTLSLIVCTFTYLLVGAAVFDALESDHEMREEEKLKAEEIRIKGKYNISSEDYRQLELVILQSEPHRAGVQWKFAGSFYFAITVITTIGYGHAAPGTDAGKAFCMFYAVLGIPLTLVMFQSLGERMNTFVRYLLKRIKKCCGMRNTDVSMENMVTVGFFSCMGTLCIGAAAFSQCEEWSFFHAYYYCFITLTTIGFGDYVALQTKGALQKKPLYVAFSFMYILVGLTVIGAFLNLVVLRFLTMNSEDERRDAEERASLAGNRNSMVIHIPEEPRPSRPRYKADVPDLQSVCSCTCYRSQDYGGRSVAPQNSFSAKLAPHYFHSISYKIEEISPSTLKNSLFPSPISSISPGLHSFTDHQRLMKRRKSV
DYRK1A inh: inhibitors of rat Dyrk1A kinase; Q63470; ADP-Glo luminescence, NFATc1 peptide; inhibition, % at 12.5 µM; 310,000 tested, 0.43% active; AID 504441; in the data active = inhibition above about 50%;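 note: plate controls were vehicle with enzyme for no effect and no enzyme for full effect; many of its hits are not listed in these tables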
KCNQ1 inh: inhibitors of human KCNQ1 potassium channel | 310,000 tested, 1.3% active | P51787 | B-score at 10 µM | CHO-K1 KCNQ1, FluxOR thallium flux fluorescence; active compounds read high;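 active = compounds whose thallium flux B-score, printed positive for inhibition, exceeds three library SD while starting fluorescence stays within three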;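 note: channel opened by potassium depolarization with thallium stimulus after 20 min compound exposure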
KCNK3 block: human KCNK3 channel inhibition, primary screen; 340,000 tested, 0.84% active; O14649; B-score at 10 µM; CHO-KCNK3 thallium flux, FluxOR fluorescence; active compounds read low;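 active = B-score under library mean minus 4 SD, starting fluorescence ratio at most library mean plus 5 SD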;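 note: more negative B-score means stronger inhibition of thallium flux through KCNK3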
Target sequence (O14649 whole entry, looked up): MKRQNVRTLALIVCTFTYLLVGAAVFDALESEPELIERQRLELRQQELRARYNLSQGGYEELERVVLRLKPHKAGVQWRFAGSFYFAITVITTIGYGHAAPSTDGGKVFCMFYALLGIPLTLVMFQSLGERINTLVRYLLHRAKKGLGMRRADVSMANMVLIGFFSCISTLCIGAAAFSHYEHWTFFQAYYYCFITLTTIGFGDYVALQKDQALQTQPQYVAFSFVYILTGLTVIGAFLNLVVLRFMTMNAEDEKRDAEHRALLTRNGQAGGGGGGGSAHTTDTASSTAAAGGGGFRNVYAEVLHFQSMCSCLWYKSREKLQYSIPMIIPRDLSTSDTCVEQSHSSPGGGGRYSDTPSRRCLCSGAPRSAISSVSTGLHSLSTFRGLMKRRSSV
TRPC4 act: TRPC4 (mouse) channel activation | Q9QUQ5 | HEK293 TRPC4beta/mu-opioid, Fluo4 calcium fluorescence; active compounds read high | B-score at 10 µM | 310,000 tested, 0.49% active | AID 2237;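 active = B-score above 5 SD of library B-scores, and initial fluorescence ratio not above library mean plus 5 SD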;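 note: positive B-score marks a calcium rise read as TRPC4 activation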
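Assay system: HEK293 stable line with TRPC4beta plus mu-opioid receptor; schedule: 45 min room-temperature Fluo4 loading, 110 s read; technique: kinetic Fluo4 calcium fluorescence; evaluation: integrated baseline-normalised fluorescence ratio, converted to per-well B score; controls: buffer (low) and maximal DAMGO (high)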
TMEM16A inh: mouse TMEM16A channel inhibition, primary screen. HEK293 TMEM16A/YFP iodide influx fluorescence, ionomycin. normalized B-score (activity score, 25-100; higher = stronger inhibition) at 10 µM. 310,000 tested, 1.2% active. AID 588511;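 active = ratio plate-corrected score three or more library SD toward inhibition, starting fluorescence score within five deviations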;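 note: score derived from kinetic fluorescence span divided by baseline fluorescence per well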
HDAC3 inh: blocks human histone deacetylase 3; O15379; 320,000 tested, 0.15% active; recombinant HDAC3, fluorogenic peptide/trypsin coupled, fluorescence; inhibition, % at 8.3 µM; AID 2718; in the data active = inhibition above about 26%, passing the limit was not always enough
* = called active by the depositor; i = inactive; nt = not tested or not shown. An excerpt. The share of hits here may be higher or lower than overall.

canonical_smiles | KCNK9 inh | DYRK1A inh | TMEM16A inh | KCNK3 block | TRPC4 act | hERG rescue | KCNQ1 act | TMEM16A act | HDAC3 inh | KCNQ1 inh | TRPC4 PAM
O=Cc1c(Nc2cccc(C(F)(F)F)c2)nc2ccccn2c1=O | i | 3 | i | i | i | -6 | i | i | -4 | i | i
O=C(COC(=O)/C=C/c1ccc(S(=O)(=O)N2CCOCC2)cc1)NCc1ccccc1 | i | 0 | i | i | i | 2 | i | i | 5 | i | i
CCOc1cc(/C=N/NC(=O)C(C)Sc2ccccn2)ccc1O (stereo not drawn) | i | -1 | i | i | i | -8 | i | i | 5 | i | i
COc1ccc(OC)c(C(=O)COC(=O)C(CCSC)NC(=O)COc2ccccc2)c1 (stereo not drawn) | i | 6 | i | i | i | -17 | i | i | 5 | i | i
O=[N+]([O-])c1nn(-c2ccc3c(c2)OCCO3)n(O)c1=NCc1ccc(F)cc1 | i | 5 | i | i | i | -6 | i | i | -5 | i | i
Cc1cccc(N2CCN(C(=O)CN(C)S(=O)(=O)c3ccc4c(c3)CCC(=O)N4)CC2)c1C | i | -1 | i | i | i | -8 | i | i | 2 | i | i
Cc1cc(OCCOCCN(C)C)ccc1Cl | i | -6 | i | i | i | -4 | i | i | 6 | i | i
Cc1ccc(-n2c(Cc3noc4ccccc34)n[nH]c2=S)cc1 | i | 7 | i | i | i | -12 | i | i | 4 | i | i
CS(=O)(=O)Nc1ccccc1C(=O)NCCSc1ccccc1 | i | -2 | i | i | i | -7 | i | i | -14 | i | i
FC(F)(F)c1ccc(/C=N/n2c(COc3ccccc3)n[nH]c2=S)cc1 | i | 3 | i | i | i | -4 | i | i | 12 | i | i
CN(C)S(=O)(=O)c1cccc(NC(=O)COC(=O)c2cccn2C)c1 | i | -7 | i | i | i | -6 | i | i | -2 | i | i
CNC(=O)/C(=C\c1cccc(Oc2ccccc2)c1)NC(=O)c1ccccc1 | i | 3 | i | i | i | -5 | i | i | -7 | i | i
CCCCC(=O)Nc1ccc(NC(=S)NC(=O)CC(C)C)cc1OC | i | -10 | i | i | i | 0 | i | i | -2 | i | i
Cc1ccc(N2CC(C(=O)NC3CC3)CC2=O)cc1Cl (stereo not drawn) | i | 1 | i | i | i | -6 | i | i | -2 | i | i
Brc1ccccc1-c1nnc2sc(-c3ccc4c(c3)OCCO4)nn12 | i | 6 | i | i | i | -10 | i | i | 2 | i | i
Cc1ccc(NC(=O)CNC(=O)c2ccco2)cc1Cl | i | 3 | i | i | i | -8 | i | i | -2 | i | i
Cc1cc(NS(C)(=O)=O)c(=O)n(Cc2cccc(F)c2)c1 | i | -8 | nt | i | i | 1 | i | i | nt | i | i
O=C(COc1ccc(S(=O)(=O)N2CCCCC2)cc1Cl)N1CCOCC1 | i | 1 | i | i | i | -5 | i | i | 3 | i | i
CCC(C(=O)OCC(=O)N(C)c1c(N)n(Cc2ccccc2)c(=O)[nH]c1=O)c1ccccc1 (stereo not drawn) | i | -3 | i | i | i | -11 | i | i | 0 | i | i
COc1cc(OC)cc(N(C(=O)CNC(=O)c2cccs2)C(C(=O)NCC2CCCO2)c2ccccc2)c1 (stereo not drawn) | i | -8 | i | i | i | -8 | i | i | 6 | i | i
Cc1ccc(-c2noc(CCCc3ccccc3)n2)cc1 | i | -6 | i | i | i | -7 | i | i | 0 | i | i
Cc1cc(NC(=O)c2ccc(Br)c([N+](=O)[O-])c2)no1 | i | 11 | i | i | i | -3 | i | i | 7 | i | i
COc1ccc(/C(N)=N/OC(=O)c2ccc3c(c2)OCO3)cc1OC | i | -3 | i | i | i | 5.9* | i | i | 13 | i | i
Cc1ccc(Nc2nnc(SCc3cc(=O)n4ccsc4n3)s2)c(C)c1 | i | -4 | i | i | i | -25 | i | i | 9 | i | i
COc1ccc(/C(C)=N\NC(=O)CNC(=O)C(c2ccccc2)c2ccccc2)cc1OC | i | 2 | i | i | i | -6 | i | i | 11 | i | i

Grouped by structure: those above containing two or more sulfur atoms.
canonical_smiles | KCNK9 inh | DYRK1A inh | TMEM16A inh | KCNK3 block | TRPC4 act | hERG rescue | KCNQ1 act | TMEM16A act | HDAC3 inh | KCNQ1 inh | TRPC4 PAM
CS(=O)(=O)Nc1ccccc1C(=O)NCCSc1ccccc1 | i | -2 | i | i | i | -7 | i | i | -14 | i | i
Cc1ccc(Nc2nnc(SCc3cc(=O)n4ccsc4n3)s2)c(C)c1 | i | -4 | i | i | i | -25 | i | i | 9 | i | i

Following part.
canonical_smiles | KCNK9 inh | DYRK1A inh | TMEM16A inh | KCNK3 block | TRPC4 act | hERG rescue | KCNQ1 act | TMEM16A act | HDAC3 inh | KCNQ1 inh | TRPC4 PAM
CCOc1c(Cl)cc(CNCc2ccccn2)cc1OC | i | -2 | i | i | i | -20 | i | i | -2 | i | i
COc1c(Cl)cccc1-c1cn2ccccc2n1 | i | 3 | i | i | i | -6 | i | i | -34 | i | i
N#Cc1ccccc1NC(=O)c1ccc(-c2ccccc2Cl)o1 | i | 7 | i | i | i | -3 | i | i | 6 | i | i
CN1C(=S)SC(N(O)C(=O)Nc2cccc3ccccc23)C1(C)C (stereo not drawn) | nt | 16 | i | i | nt | nt | nt | i | -1 | nt | nt
CCOC(=O)C1=C(COC(=O)COc2ccc(C(C)=O)cc2)NC(=O)NC1C (stereo not drawn) | i | 6 | i | i | i | -12 | i | i | 2 | i | i
COc1cc(C(=O)OCCNC(=O)c2ccncc2)cc(OC)c1OC | i | -3 | i | i | i | -13 | i | i | 1 | i | i
O=C(CSc1nc2c(sc3ccccc32)c(=O)n1CCO)NCC1CCCO1 (stereo not drawn) | i | 2 | i | i | i | -14 | i | i | 2 | i | i
CSCCC(NS(=O)(=O)c1ccccc1F)C(=O)Nc1cccc(C)n1 (stereo not drawn) | i | -13 | i | i | i | -15 | i | i | 2 | i | i
Cn1c(=O)cc(SCC(=O)Nc2cccnc2)c2ccccc21 | i | -7 | i | i | i | -9 | i | i | -1 | i | i
Cc1ccc(C2=NS(=O)(=O)N(C)C(C(=O)NC3CCCCC3)=C2)cc1 | i | 3 | i | i | i | -10 | i | i | 2 | i | i
O=C1CCCN1CC1CCN(Cc2nc(CC3CC3)no2)CC1 | i | 0 | i | i | i | -6 | i | i | -3 | i | i
Cc1ccc(CS(=O)(=O)CCC(=O)NCc2cccs2)cc1 | i | -8 | i | i | i | 1 | i | i | 4 | i | i
O=C(Nc1cccc(Cl)c1N1CCOCC1)c1ccc([N+](=O)[O-])o1 | i | -9 | i | i | i | -8 | i | i | 7 | i | i
COc1ccc(/C(=N/OC(C)=O)c2nccc3cc(OC)c(OC)cc23)cc1OC | i | nt | i | i | i | -8 | i | i | 4 | i | i
COc1ccc(NC(=O)N2CCCCC2c2cccnc2)cc1 (stereo not drawn) | i | 4 | i | i | i | 1 | i | i | -5 | i | i
Cc1ccc(Sc2sc(=O)n(C)c2S(=O)(=O)c2ccc(C)cc2)cc1 | i | 1 | i | i | i | -6 | i | i | 1 | i | i
Cn1cnnc1SC(C(=O)Nc1ccc(F)cc1)c1ccccc1 (stereo not drawn) | i | 1 | i | i | i | -3 | i | i | 2 | i | i
CCC1(C)Cc2c(sc3c2c(=O)n(C)c2nnc(SCc4ccccc4)n32)CO1 (stereo not drawn) | i | nt | i | i | i | -11 | i | i | -2 | i | i
Cc1nn(-c2ccc(Cl)cc2)c(=O)c2c(C)noc12 | i | 0 | i | i | i | -5 | i | i | -1 | i | i
COc1ccc(OC)c(C(=O)NC2CCSc3ccccc32)c1 (stereo not drawn) | i | -3 | i | i | i | -5 | i | i | 0 | i | i
Cc1ccc(N=C(N(C)C)P(=O)(N(C)C)N(C)C)c(C)c1 | i | -2 | i | i | i | -8 | i | i | -2 | i | i
Cc1ccc(OCC(=O)N2CCCC(CO)(CCOc3ccccc3)C2)cc1 (stereo not drawn) | i | 2 | i | i | i | -11 | i | i | 4 | i | i
COc1ccccc1CNC(=O)C1CC(c2ccccc2C(F)(F)F)=NO1 (stereo not drawn) | i | 5 | i | i | i | -13 | i | i | 0 | i | i
CC(=O)NC(CCS(C)(=O)=O)C(=O)Nc1ccc(Oc2ccccc2)cc1 (stereo not drawn) | i | 9 | i | i | i | -8 | i | i | 0 | i | i
O=C(Nc1cccc([N+](=O)[O-])c1)c1ccncc1 | i | -2 | i | i | i | -5 | i | i | 0 | i | i

canonical_smiles | KCNK9 inh | DYRK1A inh | TMEM16A inh | KCNK3 block | TRPC4 act | hERG rescue | KCNQ1 act | TMEM16A act | HDAC3 inh | KCNQ1 inh | TRPC4 PAM
CCCCCOc1ccccc1C(=O)NCC(=O)O | i | -2 | i | i | i | -13 | i | i | -1 | i | i
COc1ccc(C(=O)N(CCc2ccccc2)Cc2cccs2)c(OC)c1 | i | -3 | i | i | i | -11 | i | i | -1 | i | i
O=C(Nc1cscc1S(=O)(=O)c1ccc(Cl)cc1)c1ccccc1Cl | i | nt | i | i | i | -11 | i | i | -2 | i | i
COc1ccc(OCCN(C)Cc2ccccc2)cc1 | i | 7 | i | i | i | -9 | i | i | 0 | i | i
C=CCc1ccc(OCCOCCOc2cccc3ccc(C)nc23)c(OC)c1 | i | 0 | i | i | i | -24 | i | i | 5 | i | i
O=C(COC(=O)c1nc(Cl)ccc1Cl)Nc1ccc2c(c1)OCO2 | i | 3 | i | i | i | -5 | i | i | -5 | i | i
CCC(C)c1ccccc1NC(=O)COC(=O)c1ccc2c(c1)S(=O)(=O)c1ccccc1C2=O (stereo not drawn) | i | -3 | i | i | i | -3 | i | i | 2 | i | i
O=C(O)CCN1C(=O)c2ccncc2C1=O | i | 4 | i | i | i | -5 | i | i | -2 | i | i
COc1ccc(CC(=O)N/N=C/c2cccnc2)cc1OC | i | 2 | i | i | i | -11 | i | i | 2 | i | i
CC(C)CNC(=O)c1cccc(Cn2cc(Cl)cn2)c1 | i | 24 | i | i | i | -8 | i | i | -1 | i | i
CCN(CC(=O)Nc1c(F)cccc1F)C(=O)CCc1nc2cc(S(=O)(=O)N(C)C)ccc2n1CC | i | -5 | i | i | i | -7 | i | i | 0 | i | i
CCOc1ccc(C(=O)COC(=O)c2ccc(-n3cnnn3)cc2)cc1 | i | 0 | i | i | i | -4 | i | i | -3 | i | i
Cc1ccc(NS(=O)(=O)c2ccc(NC(=O)[C@@H]3CCCC[C@@H]3C(=O)O)cc2)c(C)c1 | i | -3 | i | i | i | -6 | i | i | -5 | i | i
